# hcGAS inh: blocks human cGAS activity. Q8N884. recombinant h-cGAS, ATP depletion, Kinase-Glo luminescence. inhibition, % at 12.5 µM. actives 0.081% (n = 290,000). AID 1259398;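 also: 0% = vehicle reaction and 100% = reaction without DNA for no activity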
# Target sequence (Q8N884 whole entry, looked up): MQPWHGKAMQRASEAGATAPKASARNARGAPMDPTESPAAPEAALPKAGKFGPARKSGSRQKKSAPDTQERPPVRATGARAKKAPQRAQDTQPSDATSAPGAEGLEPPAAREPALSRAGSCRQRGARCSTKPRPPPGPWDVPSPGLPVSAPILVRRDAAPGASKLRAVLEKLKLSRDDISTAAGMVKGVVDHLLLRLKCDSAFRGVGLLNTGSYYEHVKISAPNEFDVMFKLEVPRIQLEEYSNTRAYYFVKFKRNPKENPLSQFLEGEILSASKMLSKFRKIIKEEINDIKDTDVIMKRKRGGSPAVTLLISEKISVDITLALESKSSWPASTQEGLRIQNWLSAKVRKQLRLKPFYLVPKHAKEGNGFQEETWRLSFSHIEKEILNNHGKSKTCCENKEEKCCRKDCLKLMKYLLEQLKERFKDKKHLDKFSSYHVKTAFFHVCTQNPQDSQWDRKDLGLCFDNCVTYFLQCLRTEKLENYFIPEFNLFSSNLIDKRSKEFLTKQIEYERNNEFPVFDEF
# mcGAS lum: inhibitors of mouse cGAS. AID 1259399. actives 0.15% (n = 160,000). recombinant cGAS, Kinase-Glo ATP depletion luminescence. Q8C6L5. inhibition, % at 12.5 µM;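 also: 0% = negative control wells and 100% = reference inhibitor with no enzyme activity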
# NPYLR7 ag: mosquito NPYLR7 agonism; HEK293T NPYLR7/Galpha15, GCaMP6s calcium fluorescence; activation, % at 10 µM; actives 0.15% (n = 270,000); AID 1259423; in the data active = activation above about 40%;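 also: 0% = vehicle and 100% = reference agonist at the receptor; some compounds past the cut are filed as inactive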
# * hit, by the source's call; / = not tested or not shown; & = joins results of further samples. Rule as the data show it, unless noted: active = inhibition above about 40%; inactive = the rest.
SMILES,hcGAS inh,mcGAS lum,NPYLR7 ag
O=C(NCc1ccccn1)c1cccc(OC2CCN(C(=O)c3ccsc3)CC2)c1,0,/,12
N#Cc1ccccc1CSCCNc1ncnc2c1cnn2-c1ccccc1,-4,/,10
CC(C(=O)Nc1ccc(F)cc1Cl)N1CCN(c2ccc([N+](=O)[O-])c3cnccc23)CC1 (stereo not drawn),-4,/,1
CCOC(=O)c1cnc2cc(C(F)(F)F)ccc2c1Nc1ccccc1O,-8,-9,5
CCOC(=O)COn1c(=O)c(-c2ccc(Cl)cc2)[n+]([O-])c2ccccc21,-3,-6,1
COc1ccc(NC(=O)CSc2nncc(=O)[nH]2)cc1,-6,-7,3
O=C(NC(Cc1ccccc1)C(=O)Nc1nnc(-c2ccc3c(c2)OCO3)s1)c1cc(C(F)(F)F)cc(C(F)(F)F)c1 (stereo not drawn),-6,-3,5
CCOC(=O)C(=O)N1CCC2(CC1)OCCN2S(=O)(=O)c1ccc(C)cc1,-2,/,-3
CC(=O)N1CCC(NC(=O)c2cc3c(C)nn(Cc4ccc(Cl)cc4Cl)c3s2)CC1,-8,-5,0
Cc1cccc(Cn2ccc3ccn(CC(=O)Nc4ccc(F)cc4Cl)c(=O)c32)c1,1,/,-9
Cn1ccc2c(-c3ccc(C(O)CN4CCOCC4)cc3)ccnc21 (stereo not drawn),-7,/,9
Cc1n[nH]c(C)c1CN1CCC(N2CCCC(C(=O)N3CCCC3)C2)CC1 (stereo not drawn),-7,/,3

# Continued; it opens with the 4 that closed the last part.
SMILES,hcGAS inh,mcGAS lum,NPYLR7 ag
CC(=O)N1CCC(NC(=O)c2cc3c(C)nn(Cc4ccc(Cl)cc4Cl)c3s2)CC1,-8,-5,0
Cc1cccc(Cn2ccc3ccn(CC(=O)Nc4ccc(F)cc4Cl)c(=O)c32)c1,1,/,-9
Cn1ccc2c(-c3ccc(C(O)CN4CCOCC4)cc3)ccnc21 (stereo not drawn),-7,/,9
Cc1n[nH]c(C)c1CN1CCC(N2CCCC(C(=O)N3CCCC3)C2)CC1 (stereo not drawn),-7,/,3
O/N=C(/c1ccccc1)C12C3C4C1C1C2C3C1(Br)C41OCCO1 (stereo not drawn),2,/,-5
CC(C)n1c(CN2CCC(N3CCCC3=O)CC2)nc2ccccc21,-3,/,3
CC(=O)Nc1ccc(/C=C2\C(=O)N(c3ccccc3)N=C2C)cc1,-6,-4,-7
O=C(c1ccc2c(c1)OCO2)N1CCCC(OCc2cc(F)ccc2F)C1 (stereo not drawn),2,/,-7
Oc1ccc(/C=C/c2nc(-c3ccccc3O)n[nH]2)cc1,-4,-5,-1
Cn1c(CSc2ccccc2)nc2ccccc21,-10,/,1
COc1ccc(C(=O)N2CCC(n3nccc3NC(=O)CCc3ccccc3)CC2)o1,-6,-11,2
Cc1cc(NC(=O)c2ccc(S(=O)(=O)N(C)C)cc2)n(-c2nc(-c3ccc(F)cc3)cs2)n1,-7,-9,-7
CN1CC23CN(C)CC2(C1)CN(Cc1cc2n(n1)CCNC2)C3 (stereo not drawn),-2,/,19
O=C(CC1=NCCN1)c1ccccc1,3,/,-7
C[C@H](CS)C(=O)N1CCC[C@H]1C(=O)O,-2&-9&-7&1,-7&-3,3&0&0&5
CNC(=O)[C@@H]1C[C@H](N)CN1C(=O)CCc1ccc(-c2ccc(Cl)cc2)[nH]1,-4,/,-7
CC(C)N(C(=O)CSc1ccc(S(=O)(=O)N2CCOCC2)cn1)c1ccccc1,2,/,6
O=C(c1ccc(Br)cc1)N1CCN(CC(OCc2ccc(C(F)(F)F)cc2)c2ccc(Cl)cc2)CC1 (stereo not drawn),-11,-8,/
Cc1noc2ncc(C(=O)Nc3ccc[nH]c3=O)cc12,-4,-12,6
COc1cccc(CNC(=O)CCC2CCCN(C(=O)c3cc(C4CC4)[nH]n3)C2)c1 (stereo not drawn),-5,/,4
CC(C)C(Sc1nncn1C(C)C)C(=O)NC(N)=O (stereo not drawn),2,/,0
CCOC(=O)c1nc2cc(Cl)c(Cl)cc2nc1N1CCCN(S(=O)(=O)c2cccc(C(F)(F)F)c2)CC1,-5,-6,5
CN(CC(F)(F)F)C(=O)CNc1cnn(C)c(=O)c1Cl,1,0,-6
CCC(O)(CC)c1ccc(CN(CCN2CCOCC2)Cc2ccc(OC)c(OC)c2)o1,0,-3,0
Nc1nc2nc(-c3ccc(F)cc3)cc(C(F)(F)F)n2n1,-2,/,10
O=C(O)CCc1nc2ccccc2c2nc(=O)c(-c3ccccc3)nn12,-6,/,-4
COc1ccc(C)cc1NC(=O)CCc1c(C)nn(-c2nc(C)cc(=O)[nH]2)c1C,-3,/,8
Cn1cc(C(=O)Nc2ccc(F)cc2)c2[nH]c(=O)n(-c3ccc(F)cc3)c(=O)c21,-6,/,1
CC(C)Nc1ncc(CN2CCC(c3ccnc(-c4ccc5c(c4)OCO5)c3)C2)cn1 (stereo not drawn),-4,-10,26
CC1Cc2ccccc2N1Cc1cccc(C(N)=O)c1 (stereo not drawn),-12,/,0
O=C(/C=C\c1cccc(F)c1)NC1CCC(n2cc(C(=O)N3CCCC3)nn2)CC1 (stereo not drawn),-9,/,3
Cc1cnc(=O)[nH]c1SCC(=O)N1CCC(C)CC1,-6,-8,1
O=C(O)c1cccc(CC2CCN(C(=O)Cc3cccnc3)CC2)c1,4,/,1
O=C(COC(=O)CC1CCCC1)Nc1ccc(OC(F)F)cc1,-6,/,-1
CC(C)CC(=O)N(Cc1cccc(F)c1)c1ccc(CC(=O)O)cc1,-2,/,3
NC1=NC(c2ccccc2Cl)n2c(nc3ccccc32)N1 (stereo not drawn),-2,/,7
CC(C)[C@H](NC(=O)c1ccco1)C(=O)NCC(F)(F)F,7,/,0
OCCn1nc2c3ccccc3nc-2n(-c2ccccc2)c1=S,-7,/,11
CCN(CC)c1ccc(CN(C(=O)c2cccs2)C2CC2)c(OS(C)(=O)=O)c1,-6,-5,8
CC1(C(=O)NS(=O)(=O)c2ccc(F)cc2F)CCN1C(=O)Cc1ccc(-c2ccccc2)cc1 (stereo not drawn),2,/,0
Cn1ccc(C(=O)Nc2ccccc2N2CCc3sccc3C2)cc1=O,-16,/,-3
Cc1ccc(F)cc1C(=O)N1CCN(C(c2ccccc2)c2ccc(Cl)cc2)CC1 (stereo not drawn),-13,-6,15
CCOc1cc(S(=O)(=O)NCCCN2CCOCC2)ccc1F,-5,-8,1
Cc1ccc2nc(CNC(C)c3ccc(F)c(F)c3)cc(=O)n2c1 (stereo not drawn),-8,/,-14
COc1cc(C)c(C)cc1S(=O)(=O)NCC1CCN(c2ncccn2)CC1,-1,/,-9
O=C(CCNc1nc(-c2ccccc2)nc2ccccc12)NCc1cccc(C(F)(F)F)c1,-2,-8,20
Cc1nn2c(=O)[nH]c(SCC(=O)NCc3ccco3)nc2c1-c1ccccc1,15,-3,7
CCOC(=O)c1ccc(S(=O)(=O)NCCCn2nc(-c3ccncc3)ccc2=O)cc1,9,/,8
CC(C)Nc1ncccc1C(=O)NC12CC3CC(CC(C3)C1)C2,-6,-4,-14
COCCN(Cc1c(-c2ccccc2)noc1N1CCN(C)CC1)C(=O)Cc1ccccc1,0,-5,-4
CCC(=O)N1CCC1(C)C(=O)Nc1ccccc1 (stereo not drawn),-17,-9,5
COc1cccc(C(=O)NCCc2cc3c(C)ccc(C)c3[nH]c2=O)c1,-5,-7,-1

# Only hcGAS inh and mcGAS lum, for some of the entries so far:
Compound,hcGAS inh,mcGAS lum
CC(C)Nc1ncccc1C(=O)NC12CC3CC(CC(C3)C1)C2,-6,-4
COCCN(Cc1c(-c2ccccc2)noc1N1CCN(C)CC1)C(=O)Cc1ccccc1,0,-5

# Carrying on:
SMILES,hcGAS inh,mcGAS lum,NPYLR7 ag
O=C(NCc1cccc(F)c1)c1csc(COc2ccc(F)cc2F)n1,3,0,4
CN(CC1COCCO1)c1nc(C(C)(C)C)nc2c1cnn2C (stereo not drawn),-5,/,20
CSc1nc(C2CC2)cc(C(=O)Nc2cc(C)ccc2C)c1C#N,-4,-9,5
O=C(NCC1CC1)C1Cc2c(-c3cccc(F)c3)ccnc2O1 (stereo not drawn),-4,-7,10
CN(C)C(=O)c1ccc2c(c1)N(C)C(CC(=O)N1CCc3[nH]ncc3C1)CO2 (stereo not drawn),1,-6,3
Cc1nc2c(c(N(C)C)n1)CCN(C(=O)c1ccccc1-c1ncc[nH]1)C2,-7,-15,10
CCOC(=O)c1nn(-c2ccc(C)cc2)c(=O)cc1OS(=O)(=O)c1ccc(F)cc1,2,3,-2
CCOC(=O)c1nn(CC(C)C)c2c1CN(C(=O)CSc1nnc(C)s1)CC2,-10,-7,15
CCOc1ccccc1C(=O)Nc1ccc(N2CCN(S(=O)(=O)c3cc(C)cc(C)c3)CC2)nc1,4,2,6
O=C(Cn1c(=O)ccc2ccccc21)NCC(F)(F)F,-9,/,5
CC(NC(=O)CN1CCN(c2cc(F)cc(F)c2)CC1)C1CC1 (stereo not drawn),-16,/,3
COc1cc(C(=O)NC(Cc2ccccc2)c2ccccc2)ccc1Oc1nc(Cc2ccc(F)cc2)ns1 (stereo not drawn),-5,-5,35
CC(C(=O)NC(=O)NC12CC3CC(CC(C3)C1)C2)N(C)Cc1c(Cl)nc2sccn12 (stereo not drawn),-7,-8,5
Cc1nc(NC(=O)CN(C(=O)/C=C/c2ccc([N+](=O)[O-])cc2)C(C)C)sc1C,-2,-4,/
Cc1nccn1-c1c2c(c(C#N)c3nc4ccccc4n13)CCCC2,-4,/,10
N#Cc1ccccc1CNc1ccc(C(=O)N2CCOCC2)c(Cl)c1,-8,/,1
CCc1nnc(SCc2cc(=O)n3cc(Br)ccc3n2)nc1CC,-3,/,4
CC(C)C(=O)Nc1sc2c(c1C(=O)NC1CCCCCC1)CCC2,-5,/,0
CCOc1ccc(-n2c(C)c(C)n3c4c(=O)n(CCCO)c(=O)n(C)c4nc23)cc1,-1,/,-3
Cc1cccc(C)c1OCC(=O)N1CCC1,-12,/,8
Cc1nn(-c2ccc(Nc3ccc(NS(=O)(=O)c4ccccc4)cc3)nn2)c(C)c1C,-4,-7,-4
O=C(CCn1ccccc1=O)Nc1cnc2n1CCCC2,-3,/,12
CC1CCCC(NC(=O)CN2C(=O)NC3(CCc4ccccc43)C2=O)C1C (stereo not drawn),-3,/,-5
O=C(COc1c(Cl)cccc1Cl)c1ccc(N2CCCC2=O)cc1,-4,/,12
c1cn2cc(CNc3ccc(-c4nc(C5CC5)no4)cn3)nc2s1,-8,/,4
COc1ccc(NC(=O)c2nnn(-c3ccccc3)c2N)cc1,-6,-8,4
COc1cc(=O)n(-c2ccccc2C)nc1C(=O)N1CCN(c2cccc(Cl)c2)CC1,-10,/,2
COCCN(CCC(=O)N1CCN(c2ccccc2OC)CC1)c1nc(Cc2cccc(OC)c2)ns1,-6,-5,10
O=C(c1cc(Cl)cc(Cl)c1)N1CCC(c2nc(-c3ccc4c(c3)OCO4)no2)CC1,-7,-7,2
CS(=O)(=O)c1ccc(NCC(=O)Nc2ccccn2)c(S(C)(=O)=O)c1,-6,-17,3
COc1ccc(-c2csc(-n3[nH]c(-c4ccccc4)c(N=Nc4cccc(Cl)c4C)c3=O)n2)cc1,3,0,-5
CCOc1ccc(N(CC(=O)NCc2cccnc2)S(C)(=O)=O)cc1,-3,2,-5
NC1=NC(=Nc2cccc(S(N)(=O)=O)c2)c2ccccc21,-4,/,10
COc1ccc2[nH]c3c(c2c1)CCN(C(=O)c1ccc(F)cc1C(F)(F)F)C3c1ccc(-c2ccccc2C(F)(F)F)o1 (stereo not drawn),1,-6,21
CC(C)c1ccc(NS(=O)(=O)C2CC2)cc1,-10,/,0
C=CCn1c(SCC(=O)NC(=O)NCC)nc2sc3c(c2c1=O)CCC3,-14,/,29

# Ordered by length of the SMILES (rising): six of the compounds above
SMILES,hcGAS inh,mcGAS lum,NPYLR7 ag
CCc1nnc(SCc2cc(=O)n3cc(Br)ccc3n2)nc1CC,-3,/,4
Cc1n[nH]c(C)c1CN1CCC(N2CCCC(C(=O)N3CCCC3)C2)CC1 (stereo not drawn),-7,/,3
COc1ccc(C(=O)N2CCC(n3nccc3NC(=O)CCc3ccccc3)CC2)o1,-6,-11,2
CC(=O)N1CCC(NC(=O)c2cc3c(C)nn(Cc4ccc(Cl)cc4Cl)c3s2)CC1,-8,-5,0
COCCN(CCC(=O)N1CCN(c2ccccc2OC)CC1)c1nc(Cc2cccc(OC)c2)ns1,-6,-5,10
Cc1nc(NC(=O)CN(C(=O)/C=C/c2ccc([N+](=O)[O-])cc2)C(C)C)sc1C,-2,-4,/

# Further entries
SMILES,hcGAS inh,mcGAS lum,NPYLR7 ag
Cc1ccc2occ(C(=O)c3ccccc3C)c(=O)c2c1,-4,-7,25
CCOC(=O)c1ccc(NC(=O)c2cc3cc([N+](=O)[O-])ccc3oc2=N)cc1,-4,-5,-11
O=C(NCc1ccc2c(c1)OCO2)c1ccc(CSc2nnc(-c3ccncc3)n2-c2ccccc2F)cc1,-11,-10,22
Cc1ccc(CNC(=O)CN2C(=O)NC3(CCc4ccccc43)C2=O)cc1 (stereo not drawn),-20,-4,12
COc1cccc(NC(=O)N2CCSC2c2cccc(F)c2)c1 (stereo not drawn),-9,-4,18
COc1cc(OC)cc(-c2cc(C(=O)N3CCCCC3)ccn2)c1,-3,-14,/
O=C(N[C@H]1CCC[C@@H]1OCc1ccccc1)c1ccc(-c2n[nH]c3c2COc2ccccc2-3)cc1,-8,-9,2
COc1ccc(C(=O)CSc2nc(NC(C)=O)c(NC(=O)c3ccccc3)c(=O)[nH]2)cc1,-2,-6,1
CCC12CN3CC(CC)(CN(C1)C31C3CC4CC(C3)CC1C4)C2=O (stereo not drawn),-2,-3,/
COC(=O)CN(c1nc(C)cc(OC)n1)S(=O)(=O)c1ccccc1Cl,-2,-6,2
CC1CCN(C(=O)c2csc(COc3ccc4c(c3)OCO4)n2)CC1,-7,-8,-4
COc1ccc(-n2c(-c3ccccc3)c[n+]3ccccc23)cc1,-8,/,3
C=CCCC(O)CN(CCCOC)Cc1ccc(OC)c(OC)c1 (stereo not drawn),-7,-5,-5

# Source: PubChem (Fisher Drug Discovery Resource Center)

# This is a random part of the collection, and some 0.29% of all compounds hit somewhere here.
